Mcl1-Noxa inh = Mcl-1/Noxa interaction inhibition; AID 1022; inhibition, % at 21.7 µM; 1.5% of 220,000 active; Q07820; TR-FRET Mcl-1/Noxa peptide binding, 2 h;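 active = compounds that cut the protein-peptide binding signal by more than 50% relative to plate controls in a single-dose test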;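 also: His-tagged Mcl-1 with rhodamine Noxa BH3 peptide and terbium anti-His antibody; 0% = Mcl-1 plus Noxa peptide wells and 100% = peptide-only wells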
HRas wt GTP = modulators of GTP binding to human HRas wildtype; GST-Ras wt beads, Bodipy-FL-GTP binding, flow cytometry; actives lie on both sides; GTP binding activity, % at 10 µM; 0.14% of 190,000 active; AID 759;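 active = GTP binding activity at least 20% away from the 100% baseline, either lowered as inhibitor or raised as activator; inconclusive = flagged as likely green fluorescent, judged across all proteins in the well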;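 also: 0% = unlabeled GTP competition control and 100% = no-compound control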
Target sequence (P01112 whole entry, looked up): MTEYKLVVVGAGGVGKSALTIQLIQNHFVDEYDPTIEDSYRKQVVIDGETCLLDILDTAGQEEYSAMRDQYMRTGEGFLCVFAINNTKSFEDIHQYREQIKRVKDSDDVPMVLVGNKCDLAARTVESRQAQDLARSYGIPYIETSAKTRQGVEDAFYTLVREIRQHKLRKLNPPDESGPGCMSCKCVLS
Rac1 wt GTP bind = human Rac1 wildtype GTP binding, inhibitors and activators; P63000; GST-Rac1 beads, fluorescent GTP binding, flow cytometry; actives lie on both sides; 0 = cold GTP competed, 100 = untreated; GTP binding activity (% of control), % at 10 µM; 0.27% of 190,000 active; AID 757;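 active = GTP binding activity at least 20 points away from the 100% control level, either lower or higher; inconclusive = compound flagged as likely green fluorescent, judged across all proteins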
ABCG2 inh = human ABCG2 inhibition, ABCB1 as counter-screen; Q9UNQ0; IgMXP3 cells, JC-1 efflux, flow cytometry; inhibition, % at 6.6 µM; 0.1% of 190,000 active;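 active = inhibition above 80%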;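 also: 0% = DMSO and 100% = nicardipine control wells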
Target sequence (Q9UNQ0 whole entry, looked up): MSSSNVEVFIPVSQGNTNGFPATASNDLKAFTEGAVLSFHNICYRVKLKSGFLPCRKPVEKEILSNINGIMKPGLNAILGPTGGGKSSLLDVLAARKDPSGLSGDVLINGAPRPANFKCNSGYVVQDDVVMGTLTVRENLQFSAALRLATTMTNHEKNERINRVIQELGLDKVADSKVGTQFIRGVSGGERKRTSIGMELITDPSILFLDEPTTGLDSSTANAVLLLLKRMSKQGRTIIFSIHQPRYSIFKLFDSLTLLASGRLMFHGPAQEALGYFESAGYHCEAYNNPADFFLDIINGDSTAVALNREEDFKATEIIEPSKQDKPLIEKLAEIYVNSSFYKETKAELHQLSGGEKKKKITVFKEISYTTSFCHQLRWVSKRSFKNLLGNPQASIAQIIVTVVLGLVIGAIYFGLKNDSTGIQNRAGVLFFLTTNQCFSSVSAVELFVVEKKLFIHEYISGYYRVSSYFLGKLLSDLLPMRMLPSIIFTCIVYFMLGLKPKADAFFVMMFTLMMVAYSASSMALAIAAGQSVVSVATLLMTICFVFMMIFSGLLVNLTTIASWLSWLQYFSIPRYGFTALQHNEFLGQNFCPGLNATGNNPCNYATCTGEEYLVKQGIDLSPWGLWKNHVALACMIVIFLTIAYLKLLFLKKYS
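Measure – % inhibition of efflux relative to nicardipine and DMSO · Test system – ABCG2 IgMXP3 and barcoded ABCB1 CCRF-Adr cell mix · Control set – nicardipine as high control, DMSO as low control · Compound – one concentration, 6.6 µM final · Signal – flow cytometry of retained JC-1 fluorescence · Timing – 10 min exposure at 25 °C with rotation, no wash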
Cdc42 wt GTP = modulators (inhibitors or activators) of GTP binding to human Cdc42 wildtype. P60953. 0.2% of 190,000 active. GST-Cdc42 beads, Bodipy-GTP binding, flow cytometry; actives lie on both sides. percent activity (GTP binding), % at 10 µM;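 active = percent activity GTP binding at least 20 points away from the 100% baseline, either down as inhibitor or up as activator; inconclusive = compound flagged as likely green fluorescent from well-wide comparison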;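 also: median bead fluorescence of bound Bodipy-FL-GTP at 100 nM; 0% = excess unlabeled GTP control and 100% = no compound control; below 100% means less GTP binding so inhibitor and above means activator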
Target sequence (P60953 whole entry, looked up): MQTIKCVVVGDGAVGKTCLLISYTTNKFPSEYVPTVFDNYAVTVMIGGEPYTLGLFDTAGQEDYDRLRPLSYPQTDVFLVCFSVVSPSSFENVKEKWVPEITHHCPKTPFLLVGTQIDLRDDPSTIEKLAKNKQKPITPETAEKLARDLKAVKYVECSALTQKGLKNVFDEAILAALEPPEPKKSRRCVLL
ABCB1 inh = inhibitors of human ABCB1 transporter, ABCG2 counter-screen. P08183. CCRF-Adr cells, JC-1 efflux, flow cytometry. inhibition, % at 6.6 µM. 0.067% of 190,000 active. AID 1326; in the data active = inhibition above about 40%;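 also: 0% = vehicle and 100% = reference inhibitor; higher value means more JC-1 retained so stronger ABCB1 efflux block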
Rac1 mut GTP = alters GTP binding to activated mutant human Rac1. P63000. GST-Rac1 activated beads, fluorescent GTP binding, flow cytometry; actives lie on both sides; 100% means binding = to untreated wells. percent activity (GTP binding), % at 10 µM. 0.11% of 190,000 active. AID 764;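 active = GTP binding at least 20 percentage points away from the 100% baseline, in either direction, so actives lie on both sides; inconclusive = Compound likely fluorescent itself, or too few beads counted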
Pf gamet viab = kills late stage P. falciparum gametocytes; P. falciparum stage V gametocytes, ATP luminescence, 24 h; inhibition, % at 10.9 µM; 0.065% of 150,000 active;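 active = inhibition above the mean plus 3 SD of compounds within the control limits, set per campaign, cut at about 38% in these data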;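 also: 0% = DMSO wells and 100% = medium only without gametocytes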
Avidin bead fluor = avidin bead compound fluorescence profile; Avidin beads, compound fluorescence 488/530 nm, flow cytometry; hits give high values; fluorescence (KMESF) at 10 µM; 0.38% of 220,000 active; in the data active = fluorescence above about 47; also: inactives centre near 10
Rab7 wt GTP bind = dog Rab7 wildtype GTP binding, inhibitors and activators; GST-Rab7 beads, fluorescent GTP binding, flow cytometry; actives lie on both sides; untreated = 100%, excess cold GTP = 0%; GTP binding activity (percent of control), % at 10 µM; 0.055% of 190,000 active; AID 758;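 active = fluorescent GTP binding to Rab7 beads changed by at least 20 points from the 100% baseline, either direction, mostly lower; inconclusive = compound itself probably fluorescent, or too few beads counted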;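 also: median green fluorescence of bound Bodipy-FL-GTP per Rab7 bead population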
Rab2 wt GTP = changes GTP binding to wildtype dog Rab2A, up or down | GTP binding activity, % at 10 µM | GST-Rab2 wt beads, Bodipy-GTP binding, flow cytometry | 0.19% of 190,000 active;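 active = GTP binding activity at least 20 points away from 100%, either lowered or raised; inconclusive = signal likely due to the compound's own green fluorescence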;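 also: 0% = beads with excess unlabeled GTP and 100% = no-compound control corrected for plate trend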
Active calls of the source: *; ? = inconclusive; nt = no result given; [ ] = dose if it differs, or a comment.

SMILES	Mcl1-Noxa inh	HRas wt GTP	Rac1 wt GTP bind	ABCG2 inh	Cdc42 wt GTP	ABCB1 inh	Rac1 mut GTP	Pf gamet viab	Avidin bead fluor	Rab7 wt GTP bind	Rab2 wt GTP
CC(C(N)=O)N1C(=O)c2cccc3cccc1c23 (stereo unspecified)	2	101	102	0	102	0.2	98	nt	9	98	99
COc1ccc(N(C)C(=O)CC2(CC(=O)O)CCCCC2)cc1	2	101	104	2	102	0.1	97	nt	13	105	100
Cc1occc1C(=O)Nc1cc(=O)n(C)c(=O)n1C	14	100	107	14	105	0.7	99	nt	14	96	99
CCOC(=O)CCSc1nnc(-c2cccnc2)n1-c1ccccc1OC	-1	97	95	1	96	0.6	94	nt	15	101	101
CCOc1cc(C(=O)CCC(=O)OCC(=O)Nc2ccc(C)c(S(=O)(=O)N(C)C)c2)ccc1O	24	95	100	18	94	0.3	96	-14	11	98	96
N#Cc1cc2c(nc1SCC(=O)Nc1sc3c(c1C#N)CCC3)CCCCC2	4	98	101	2	98	0.7	98	-14	8	97	98
CC(=O)N1CCc2cc(S(=O)(=O)NCCN3CCC(C)CC3)ccc21	8	101	106	1	105	0.5	101	nt	5	97	101
Cc1cc(OCCN2CC(C)OC(C)C2)ccc1[N+](=O)[O-] (stereo unspecified)	15	104	101	7	104	1.3	100	11	15	103	104
Cc1ccccc1-c1ccc(C(=O)Nc2cccc(F)c2)o1	3	93	99	4	97	-0.4	96	nt	9	91	95
Cn1c(CNC(=O)c2ccco2)nnc1SCC(=O)N1c2ccccc2Sc2ccccc21	4	102	102	28	101	0.8	99	-32	24	102	99
Cc1ccc(N/C(CSC(N)=O)=N\S(=O)(=O)c2ccc(C)cc2)cc1	-48	102	107	1	100	0.4	98	nt	6	100	103
COc1ccc(S(=O)(=O)N(C)CC(=O)N2CCN(C)CC2)cc1C	21	101	104	0	102	0.1	101	-29	6	99	102
O=C(CNC(=O)COc1ccccc1)NCc1ccccc1F	14	103	103	2	105	0.7	100	-7	11	100	103
CC(C)(C)P(=O)(CO)c1ccccc1 (stereo unspecified)	-8	99	106	2	104	0.3	100	1	6	97	100
COc1ccc(OCC(O)CNC(=O)c2ccccc2C(=O)O)cc1 (stereo unspecified)	25	98	104	8	99	1.2	98	nt	4	99	97
COC(=O)c1ccc(Sc2ccccc2NS(=O)(=O)c2ccc(OC)cc2)nc1	12	105	106	1	106	0.4	101	nt	6	102	105
CN(C)c1nc(N)nc(CSc2nnnn2-c2ccc(F)cc2)n1	6	96	95	2	97	0.5	94	nt	14	94	95
CCOC(=O)N1CCN(C(=O)CN(C2CCCCC2)S(=O)(=O)c2ccc(F)cc2)CC1	-3	102	106	1	102	0.4	102	nt	37	100	101
CCS(=O)(=O)N1CCN(C(=O)c2cccc(OC)c2)CC1	0	101	108	1	105	0.4	104	nt	9	99	102
CC(C(=O)NC1CCCc2ccccc21)N1CCN(c2ccc(F)cc2)CC1 (stereo unspecified)	11	99	103	1	98	-0.6	98	-13	25	99	99
CC(=O)c1cccc(N(CC(=O)N2CCCC2)S(C)(=O)=O)c1	18	101	100	-1	99	-0.1	97	18	8	104	102
O=S1(=O)c2ccccc2N=NN1Cc1ccc(Cl)c(Cl)c1	77*	95	96	-1	93	-0.1	94	nt	4	93	97
Cc1occc1C(=O)Nc1sc2c(c1C(N)=O)CCC(C(C)(C)C)C2 (stereo unspecified)	-7	102	101	-1	101	-0.3	100	nt	nt	102	100
CCc1ccccc1NC(=O)N1C2CCCC1CC(NC(C)=O)C2 (stereo unspecified)	0	104	139*[activator]	0	126*[activator]	0.1	107	nt	39	95	108
COC(=O)CSc1ncnc2c1cnn2Cc1ccccc1	1	100	103	1	101	-0.2	99	nt	8	101	101
CCN1CCC(=NNC(=O)c2ccco2)CC1	19	97	96	1	97	0.3	95	nt	15	97	98
c1ccn(-c2ccc(N3CCOCC3)cc2)c1	13	93	90	4	93	0.5	92	nt	26	92	93
Cc1ccc(-c2nn(-c3ccccc3)cc2CSC(=N)N)cc1	25	99	98	4	96	1.4	98	0	9	100	99
Cc1onc(-c2c(F)cccc2Cl)c1C(=O)Nc1nc2ccccc2[nH]1	-49	94	95	-1	93	-0.3	95	21	12	93	94
COCCn1c(=O)[nH]c2cc(C(=O)NCCN3CCN(c4ccccc4F)CC3)ccc2c1=O	14	105	112	1	107	-0.2	101	15	9	106	105
Cc1[nH]n(-c2cccc(Cl)c2)c(=O)c1/C=N/n1c(C)nc2ccccc2c1=O	-42	100	104	-1	101	-0.2	98	nt	7	100	100
CC(C)(C)NCc1cc(Br)ccc1OC1CCCC1	15	101	103	0	99	0.1	99	5	9	106	102
Cc1ccc(OCC(=O)NNC(=O)C(C)Sc2ncnc3sc(C)c(C)c23)cc1 (stereo unspecified)	5	96	92	2	95	0.9	91	3	13	94	94
COc1cccc(-c2csc(N3CCN(C(=S)Nc4ccccc4C)CC3)n2)c1	-13	96	99	7	98	0.1	96	nt	11	96	96
N#CC1=C2SCN(Cc3ccco3)CN2C(=O)CC1c1ccccc1F (stereo unspecified)	17	100	106	6	100	0.0	100	nt	4	103	102
O=C(NN1CCOCC1)c1cccc(COc2cccc(Br)c2)c1	3	97	98	9	98	0.6	96	-18	11	92	97
CCCCCCCOc1ccc(OC(=O)c2cccnc2)cc1	-11	98	99	0	97	0.1	95	nt	12	95	93
Cc1ccc(NC(=O)O/N=C/c2cccc([N+](=O)[O-])c2)cc1	12	98	96	3	94	0.3	93	nt	7	103	99
COc1cccc(C(=O)N(Cc2ccc(N(C)C)cc2)C2CCS(=O)(=O)C2)c1 (stereo unspecified)	-3	100	100	1	99	0.3	97	nt	8	98	98
Cc1cc(C(=O)NCc2ccc(S(N)(=O)=O)cc2)ccc1[N+](=O)[O-]	11	99	103	-1	99	-0.1	96	-22	3	102	100
Cc1nc(-c2ccccn2)sc1C(=O)O	17	102	98	1	96	0.5	95	-9	25	106	101
O=C(CN1C(=O)CSC1=O)Nc1ccc(C(=O)O)cc1	18	98	97	1	101	0.6	96	nt	15	98	99
CCOC(=O)N1CCN(C(=O)CSc2ccc(-c3cccc(OC)c3)nn2)CC1	-15	97	102	10	96	0.6	96	nt	12	108	96
CN(c1nc(-c2ccccc2)cs1)C1CCS(=O)(=O)C1 (stereo unspecified)	2	101	103	24	103	0.9	101	7	26	102	102
FC(F)(F)c1nc2ccccc2n2c(-c3c(Cl)cccc3Cl)nnc12	11	98	97	6	100	1.0	98	13	38	96	96
O=C(O)CCCCCNC(=O)Nc1ccc2c(c1)OCCO2	8	102	108	0	103	-0.2	99	nt	7	103	104
Oc1c(CN2CCN(c3ccccn3)CC2)cc(Cl)c2cccnc12	-57	?	?	0	?	-0.2	?	nt	10	?	?
COc1ccc(-n2c(=S)[nH]c3cc(C(=O)NCc4ccco4)ccc3c2=O)c(OC)c1	6	100	102	0	103	-0.1	97	nt	15	102	101
CC(C)(C)c1cc(NC(=O)CSc2nnc(NCc3ccccc3)s2)n(-c2ccccc2)n1	7	98	101	5	99	1.0	99	-4	11	97	97
O=C(NC1CCCCC1)C(c1ccc(F)cc1)N(C(=O)c1cccs1)c1ccc2c(c1)OCO2 (stereo unspecified)	11	103	102	2	103	0.4	96	9	20	105	102
Cc1ccc2c(n1)CC(C)(C)C/C2=N\O	3	99	99	-4	96	-1.1	96	-32	19	102	97
O=C(Nc1cccc(Cl)c1)c1ccc(F)c(S(=O)(=O)NCc2cccs2)c1	8	96	96	20	97	0.0	97	16	5	97	95
Cc1cc(=O)oc2cc(OCc3ccc(S(=O)(=O)N4CCOCC4)cc3)ccc12	11	97	94	2	96	0.8	95	nt	39	95	94
COc1cccc(C2=NOC(C(=O)NCCCn3ccnc3)C2)c1 (stereo unspecified)	-10	103	106	0	105	0.2	99	nt	36	102	102
Cn1c(=O)oc2cc(S(=O)(=O)N3CCC(C(=O)N4CC=C(c5ccccc5)CC4)CC3)ccc21	-2	102	103	1	101	0.4	99	nt	6	95	100
CN1C2C=C3C(C#N)=C(N)C(C#N)(C#N)[C@@H](c4ccc(Cl)cc4)[C@@H]3C1CC2 (stereo partly specified)	1	99	103	16	100	1.4	102	8	11	99	101
O=C(NCc1ccc2c(c1)OCO2)c1cc(S(=O)(=O)N2CCCCC2)ccc1F	10	101	103	1	100	0.5	98	nt	36	102	100
Brc1ccc(-c2nnc(-c3cccc(Br)c3)o2)cc1	-2	99	97	4	102	0.5	99	-3	15	96	100
CC(C)c1ccc(-c2nn[nH]n2)cc1	8	103	100	0	101	-0.3	99	-8	6	97	103
COc1ccc(Oc2coc3cc(OC(=O)/C=C/c4ccc(F)cc4)ccc3c2=O)cc1	21	93	97	6	100	0.6	98	-9	12	95	92
Additional compounds follow:
SMILES	Mcl1-Noxa inh	HRas wt GTP	Rac1 wt GTP bind	ABCG2 inh	Cdc42 wt GTP	ABCB1 inh	Rac1 mut GTP	Pf gamet viab	Avidin bead fluor	Rab7 wt GTP bind	Rab2 wt GTP
CCN(CC)S(=O)(=O)c1cccc(-c2nnc(SCC(=O)NC3CCCC3)n2N)c1	12	?	?	0	?	0.3	?	-12	9	?	?
Cc1ccc(C)c(N2CCN(C(=O)Cc3ccc(-n4c(=O)[nH]c5ccsc5c4=O)cc3)CC2)c1	17	100	105	17	99	0.8	100	39*	13	100	101
O=C(O)c1sc2cccc(Cl)c2c1Cl	nt	91	90	4	87	0.7	86	nt	21	99	90
COc1cc(NC(=O)c2cccc(Cl)c2)c(OC)cc1NC(=O)CN1CCOCC1	7	100	102	2	101	0.4	99	nt	8	98	100
CCOc1ccc(NC(=O)c2cccc(-n3cnnn3)c2)cc1	2	98	98	2	96	-0.1	96	0	16	99	97
CCCCC(=O)Nc1cccc(NC(=S)NC(=O)Cc2ccccc2)c1	9	101	103	0	98	0.0	100	-1	12	100	99
COc1ccc(OC)c(C(=O)c2ccc(C(=O)Nc3ccccc3)cc2)c1	-6	98	100	37	97	1.1	99	2	8	98	98
Cc1ccccc1NC(=S)N/N=C1\CC(C)(C)Oc2ccc(O)cc21	-63	99	100	1	98	-0.1	96	-6	9	106	98

Some entries already given, reduced to Rab2 wt GTP and ABCG2 inh:
Molecule | Rab2 wt GTP | ABCG2 inh
CCN(CC)S(=O)(=O)c1cccc(-c2nnc(SCC(=O)NC3CCCC3)n2N)c1 | ? | 0
Cc1ccc(C)c(N2CCN(C(=O)Cc3ccc(-n4c(=O)[nH]c5ccsc5c4=O)cc3)CC2)c1 | 101 | 17

Compound activity as filed in PubChem.
